Source: PubChem (National Center for Advancing Translational Sciences (NCATS))
PKM2 activator: activators of human pyruvate kinase M2 | P14618 | purified PKM2, Kinase-Glo ATP luminescence, activation; response scale: 0% is enzyme alone, no compound | Potency, µM (titrated, usually from 57.5 µM), for the others: at the highest dose activation, most hits filed as activators | 260,000 tested, 0.34% active | AID 1631; further: potency means the concentration at half of the fitted maximal effect; on the % scale 0 is the no-effect control and ±100 the full control effect; nearly all actives have a fitted effect of over 55% in size
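Purified hPK-M2 (>95% pure) converted ADP (0.1 mM final) to ATP with 0.5 mM PEP in 50 mM imidazole pH7.2, KCl, MgCl2, Tween 20, BSA; 1 h at room temperature. ATP detected by Kinase-Glo luminescence.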
ELG1 genotoxic: induces genotoxicity in HEK293T cells with luciferase-tagged ELG1 | AID 504466 | Potency, µM (highest dose often 46 µM), for inactives: at the top dose activity change, positive = activation, hits mostly activators | HEK293T ELG1-luciferase reporter, luminescence, 16 h | 330,000 tested, 1.3% active; further: potency means the concentration at half of the fitted maximal effect; % of control where 0% means no effect; nearly all actives have a fitted effect of over 60% in size
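ELG1-luciferase HEK293T cells, 2,000/well; compound pinned in; 16 hr, 37 °C, 5% CO2; ONE-Glo, 30 min RT; luminescence on CCD imager.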
NPC1 promoter act: activates the NPC1 promoter. Huh7 NPC1 promoter luciferase reporter, 24 h. 320,000 tested, 2.4% active. Potency, µM (doses to about 9.22 µM), for inactives: at the highest dose activation, most hits filed as activators;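 further: potency means the concentration at half of the fitted maximal effect; % of control where 0% means no effect; nearly all actives have a fitted effect of over 60% in size; reporter is driven by a mutant NPC1 promoter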
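Luciferase expression driven by the NPC1 promoter was measured in stably transfected Huh7 cells after a 24 h compound incubation, using a luciferase reagent and a luminescence read.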
Gal4-VP16 FLuc: inhibits Gal4-VP16 luciferase reporter, ROR gamma counter-screen. Potency, µM (doses to about 53.6 µM), for inactives: at the highest dose activity, negative = inhibition, most hits filed as inhibitors. Drosophila S2 Gal4-VP16 UAS-luciferase, luminescence, 20 h. 310,000 tested, 3.5% active. AID 2546;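 further: Gal4-VP16 expression switched on by copper sulfate through the metallothionein promoter; potency means the concentration at half of the fitted maximal effect; on the % scale 0 is the no-effect control and ±100 the full control effect; nearly all actives have a fitted effect of over 50% in size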
RORgamma inh: ROR gamma (mouse) transcription inhibition | P51450 | Drosophila S2 Gal4-RORgamma UAS-luciferase reporter, 20 h | Potency, µM (series often up to 53.6 µM), for inactives: at the highest dose activity change, negative = inhibition, most hits filed as inhibitors | 310,000 tested, 5.4% active | AID 2551; further: potency means the concentration at half of the fitted maximal effect; on the % scale 0 is the no-effect control and ±100 the full control effect; nearly all actives have a fitted effect of over 60% in size
Target sequence (P51450 whole entry, looked up, the tested form may be a part): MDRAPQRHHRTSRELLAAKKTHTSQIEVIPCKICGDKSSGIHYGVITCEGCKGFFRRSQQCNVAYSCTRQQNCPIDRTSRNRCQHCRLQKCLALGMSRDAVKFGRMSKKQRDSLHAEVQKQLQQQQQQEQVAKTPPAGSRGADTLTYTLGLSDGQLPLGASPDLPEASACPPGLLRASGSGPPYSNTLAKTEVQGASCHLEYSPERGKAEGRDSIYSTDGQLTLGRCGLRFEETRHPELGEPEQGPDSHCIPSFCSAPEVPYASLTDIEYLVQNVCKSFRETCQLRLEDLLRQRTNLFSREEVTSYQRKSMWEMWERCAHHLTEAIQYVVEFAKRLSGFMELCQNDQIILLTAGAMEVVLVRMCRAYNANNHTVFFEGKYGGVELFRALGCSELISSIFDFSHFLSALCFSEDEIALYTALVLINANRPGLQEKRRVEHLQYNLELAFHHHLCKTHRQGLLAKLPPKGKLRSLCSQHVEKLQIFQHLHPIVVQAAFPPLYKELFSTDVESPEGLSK
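Luminescence from a UAS-regulated Photinus luciferase reporter in stably transfected Drosophila Schneider cells is measured; decreased signal marks ROR gamma inhibition. Fusion expression is induced by 700 uM copper sulfate for 20 hr.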
p53 reactivator: re-activators of mutant p53; H1299 p53-A138V BP100-luciferase reporter, luminescence, 24 h; Potency, µM (series often up to 92.2 µM), inactives show at the top dose activity change, positive = activation, most hits filed as activators; 320,000 tested, 0.063% active; further: potency means the concentration at half of the fitted maximal effect; % of control where 0% means no effect; nearly all actives have a fitted effect of over 45% in size
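p53-null H1299 cells stably carrying temperature-sensitive p53-A138V and a BP100-luciferase reporter were pinned with compounds (4-point, 1:5 series) and held 24 hrs at 37 deg C. Luminescence was read 10 min after detection reagent.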
BRCA1 expr up: BRCA1 expression activation | MCF7-BRCA1-FFLuc reporter, luminescence, 48 h; response scale: scaled: vehicle 0%, 10 µM genistein 100% | Potency, µM (highest dose often 46.1 µM), inactives show at the highest dose activation, hits mostly activators | 380,000 tested, 1.1% active | AID 624202; further: potency means the concentration at half of the fitted maximal effect; nearly all actives have a fitted effect of over 80% in size; some results filed as inactive show a strong effect at the top dose
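Reporter cells (MCF7, BRCA1 promoter-firefly luciferase) received library compounds across a concentration series for 48 h. End-point luminescence was measured and concentration-effect curves derived after normalization.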
Menin-MLL TR inh: inhibitors of human menin-MLL interaction, mutant MLL peptide; AID 1768; O00255; Menin + Texas Red MLL mutant peptide, fluorescence polarization; Potency, µM (highest dose often 61.6 µM), inactives show at the highest dose FP activity change, negative = inhibition, usual class: inhibitors; 270,000 tested, 0.23% active; active means well fitted inhibition curve with a large enough effect in the polarisation, with a control signal flat, not every such curve was filed as active; inconclusive means small, poorly fitted or top-dose-only effect, or effect the other way, or a change in a side signal; inactive means no such curve, though single readings can be large or run the other way; the % refers to the polarisation; further: potency means the concentration at half of the fitted maximal effect; % of control where 0% means no effect; many of its hits are not listed in these tables
Rab9 prom act: activators of Rab9 promoter. Huh7 Rab9 promoter-luciferase reporter, luminescence, 24 h. Potency, µM (series often up to 9.22 µM), without a hit: at the top dose activation, negative = inhibition, hits mostly activators. 320,000 tested, 2.8% active; further: potency means the concentration at half of the fitted maximal effect; % of control where 0% means no effect; nearly all actives have a fitted effect of over 60% in size
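Huh7 cells stably carrying a Rab9 promoter-luciferase reporter, 1500 cells per well in OP-MEM I with 10% FBS, treated with compound 24 hours at 37C. Luciferase activity read by luminescence after 10 minutes with Amplite reagent.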
FLuc counter: firefly luciferase modulation, counter-screen for miR-21 project. P08659. purified FLuc, Km substrates, luminescence inhibition. Potency, µM (doses to about 57.5 µM), without a hit: at the highest dose activity change, negative = inhibition, hits mostly inhibitors. 360,000 tested, 6.9% active. AID 588342;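 further: potency means the concentration at half of the fitted maximal effect; plate controls were vehicle for no effect and reference inhibitor for full effect; nearly all actives have a fitted effect of over 55% in size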
Target sequence (P08659 whole entry, looked up): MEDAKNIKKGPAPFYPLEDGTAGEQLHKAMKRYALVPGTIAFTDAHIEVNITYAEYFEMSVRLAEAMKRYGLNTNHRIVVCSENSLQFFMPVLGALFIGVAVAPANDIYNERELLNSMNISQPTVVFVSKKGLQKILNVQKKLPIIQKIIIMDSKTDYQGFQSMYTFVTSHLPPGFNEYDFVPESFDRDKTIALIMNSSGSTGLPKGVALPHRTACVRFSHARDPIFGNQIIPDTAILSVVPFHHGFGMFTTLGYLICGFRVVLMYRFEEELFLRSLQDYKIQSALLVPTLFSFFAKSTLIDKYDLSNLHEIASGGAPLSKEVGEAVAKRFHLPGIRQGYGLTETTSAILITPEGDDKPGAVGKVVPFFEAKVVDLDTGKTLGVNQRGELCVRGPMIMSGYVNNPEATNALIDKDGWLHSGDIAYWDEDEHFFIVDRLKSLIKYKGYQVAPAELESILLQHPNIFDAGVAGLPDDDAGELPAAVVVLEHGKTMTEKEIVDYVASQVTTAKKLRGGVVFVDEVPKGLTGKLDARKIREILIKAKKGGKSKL
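Biochemical qHTS of compounds, final roughly 60 µM downward over six points, against 10 nM purified firefly luciferase using Km concentrations of substrates (10 uM D-luciferin, 10 uM ATP) in Tris acetate pH 7.5 buffer; luminescence output.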
Giardia kill: kills Giardia lamblia | 340,000 tested, 0.15% active | AID 540267 | activity change, % at 7.66 µM, hits read low | Giardia lamblia trophozoite viability; in the data active means activity change below about -80%; inconclusive means between about -30% and that limit;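 further: parasites exposed to compound for two days anaerobically before the ATP read; on the % scale 0 is the no-effect control and ±100 the full control effect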
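Trophozoite viability was measured as ATP-dependent luminescence, read 15-30 min after reagent addition. Before that, parasites at 100 cells/well were exposed to compounds for 48 h, anaerobically, at 37 deg C.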
* marks the source's active call; other numbers are inactive results; ? = inconclusive; nt = not tested or not shown; [ ] = dose if it differs, or a comment. Unless noted, the call rests on the fitted dose curve; in most records, active means well fitted curve in the direction sought with a large enough effect; inconclusive means small, poorly fitted or top-dose-only effect, or another doubt; inactive means no such curve, though single readings can be large; an effect the other way counts as inactive or inconclusive.

SMILES | PKM2 activator | ELG1 genotoxic | NPC1 promoter act | Gal4-VP16 FLuc | RORgamma inh | p53 reactivator | BRCA1 expr up | Menin-MLL TR inh | Rab9 prom act | FLuc counter | Giardia kill
O=C(CC1C(=O)NCCN1Cc1ccoc1)NCCc1ccc(Cl)cc1 (configuration not stated) | 3.4% | 1.8% | 0.6% | 8.0% | -1.5% | -0.7% | -2.0% | -5.3% | -9.8% | 8.1% | 4.3
CN1CCN(C(=S)c2ccc(Cl)cc2)CC1 | 2.2% | -0.3% | 0.0% | -0.9% | -9.2% | -2.7% | -20.9% | 13.3% | -4.4% | 0.0% | 6.4
CC(C(=O)NCCN1CCOCC1)(c1ccccc1)c1ccccc1 | -1.2% | 1.4% | -2.4% | -1.4% | -0.3% | -0.3% | -1.6% | -4.5% | 0.4% | 1.1% | 1.7
CCn1c(C(=O)O)c(CC(=O)Nc2ccccc2OC)c2ccccc21 | nt | 0.3% | 1.4% | -6.0% | 10.0% | -8.2% | 16.8% | ? | 0.1% | 1.5% | 19.3
C/C(=N\NC(=O)c1cccc(S(=O)(=O)Nc2ccccc2Cl)c1)c1ccc(-n2ccnc2)cc1 | -9.7% | -11.1% | 7.5% | -26.3% | ? | -9.2% | -34.5% | nt | -3.5% | -6.0% | 0.1
COc1ccc(/C=C/C(=O)Nc2ccc(OC)nc2)cc1 | 1.5% | 2.3% | 6.4% | 0.2% | 2.3% | 21.2% | 26.0% | -4.7% | -1.9% | 7.57µM* | -4.9
CSc1nsc(SC)c1C(=O)N1CCN(S(=O)(=O)c2ccc(C)cc2)C1C(C)C (configuration not stated) | -11.3% | -8.7% | 0.4% | -8.0% | 15.5% | -5.9% | -47.5% | 4.1% | 1.4% | -2.2% | 13.0
O=c1c2c(-c3ccco3)csc2nc(SCc2cn3cccnc3n2)n1-c1ccccc1 | ? | 1.3% | 0.6% | 7.2% | 0.0%[10 µM] | -10.7% | -38.0% | -1.1% | -7.8% | 4.4% | -6.1
CSCCC(NC(=O)C1CCC(C)CC1)C(=O)OCC(=O)c1ccc(Cl)cc1 (configuration not stated) | 2.9% | 1.4% | 1.4% | 3.98µM* | 6.8% | 3.3% | -21.5% | -5.9% | -0.2% | 2.6% | -4.9
CC1CCCC(C)N1/N=C/c1ccc(O)cc1 (configuration not stated) | nt | -0.6% | 0.6% | 0.4% | -26.1% | 1.8% | 43.9% | 11.8% | 0.6% | 4.0% | 29.5
CCC(C)NCCOCCOc1ccc(F)cc1 (configuration not stated) | -6.0% | 0.5% | -4.1% | 2.9% | 3.3% | -1.1% | 5.3% | -6.9% | -8.7% | 0.2% | -5.0
COc1ccc(-n2nc(C(=O)NCC(=O)NCCN(C)C)c3ccccc3c2=O)c(OC)c1 | nt | -1.0% | -2.5% | 5.9% | -0.5% | -0.2% | -12.0% | -24.6% | -11.8% | 5.8% | -1.2
CN1CCN(C(=O)Nc2ccc3c(c2)N(C)C(=O)c2ccccc2S3)CC1 | 0.1% | 11.5% | -1.8% | 3.1% | -5.4% | -4.2% | -11.8% | 3.5% | 2.5% | -2.9% | -2.0
CCc1ccc(-c2nc(CS(=O)CC(=O)NCCc3ccccc3)c(C)o2)cc1 (configuration not stated) | nt | 9.4% | 23.9% | 15.1% | 7.2% | 8.5% | 33.0% | nt | 20.6% | ? | 12.8
CCCn1c(C)cc(C(=O)COC(=O)c2nccnc2N)c1C | -6.7% | ? | 1.12µM* | ? | ? | 7.3% | ? | -12.2% | 0.447µM* | 3.38µM* | -13.0
O=C(NCSc1ccccc1)c1ccccc1 | nt | ? | 2.51µM* | nt | nt | ? | ? | nt | 1.41µM* | 10.7µM* | 7.0
Cc1ccc2c(C)c(C(=O)N(C)Cc3nccn3C)oc2c1C | -4.5% | -0.9% | 1.6% | ? | ? | -3.2% | -13.1% | -25.7% | -1.7% | 1.3% | -12.1
CCOC(=O)N1CCN(Cc2ccccc2Cl)CC1 | -0.8% | nt | nt | 3.9% | -3.6% | nt | 8.6% | -3.1% | nt | 5.3% | -5.0
COc1ccccc1/C=C/C(=O)Oc1cccc2cccnc12 | 1.0% | -4.0% | -2.8% | 5.62µM* | 3.16µM* | -0.5% | -31.1% | -14.9% | 1.5% | ? | -20.0
CC1Sc2ccc(S(=O)(=O)CCC(=O)Nc3ccccc3Cl)cc2NC1=O (configuration not stated) | nt | -5.1% | 1.1% | -3.4% | -1.0% | 12.5% | -3.5% | nt | 3.1% | -0.3% | 22.8
CC(=O)c1ccc(OCCCC(=O)Nc2cccc(-c3nn[nH]n3)c2)cc1 | -12.5% | 0.0% | 4.1% | -1.6% | 16.9% | 1.6% | -6.2% | 8.5% | -1.4% | -8.4% | 3.4
Cc1cc(C)nc(NS(=O)(=O)c2ccc(NC(=O)c3nn(-c4ccccc4)ccc3=O)cc2)n1 | nt | 0.4% | -5.7% | -1.1% | -1.8% | -1.9% | -15.5% | nt | -1.1% | -0.7% | -3.5
CCN(c1ccccc1)S(=O)(=O)c1ccc(Cl)c(C(=O)O)c1 | -3.2% | 2.8% | -2.0% | 1.5% | 8.8% | 5.6% | -1.5% | 4.0% | 2.0% | -11.9% | 13.0
C1=CCC(CN2CCN(C3CCCCCC3)CC2)CC1 (configuration not stated) | -0.1% | -9.8% | 0.4% | 12.1% | -10.8% | 13.0% | -24.9% | -23.0% | 5.7% | -1.3% | 1.2
CCC(=O)Nc1cccc(-c2nnc(-c3cccc(NC(=O)CC)c3)o2)c1 | -11.7% | -6.0% | 0.7% | -15.4% | ? | -6.5% | 9.2% | -19.7% | -3.2% | ? | 9.0
(continued)
SMILES | PKM2 activator | ELG1 genotoxic | NPC1 promoter act | Gal4-VP16 FLuc | RORgamma inh | p53 reactivator | BRCA1 expr up | Menin-MLL TR inh | Rab9 prom act | FLuc counter | Giardia kill
COc1ccc(CCNC(=O)c2cc(S(=O)(=O)N3CCCC3)cn2C)cc1OC | 6.0% | -4.5% | -4.6% | ? | 0.2% | nt | -0.2% | ? | 10.7% | 1.2% | -13.8
CCOc1ccc(-n2c(C)c(C(=O)OC)c3cc(O)ccc32)cc1 | 22.6% | -8.1% | -3.2% | -5.2% | -6.0% | 0.6% | -1.2% | nt | -0.9% | -7.3% | -23.1
COc1ccc(CN(C)C(=O)c2[nH]c(C)c(C(C)=O)c2C)cc1F | 1.5% | 1.9% | -3.2% | ? | ? | 2.7% | -27.9% | -8.9% | -4.2% | -0.6% | 7.2
Cc1cc(C)n(/N=C/c2cc(Cl)cc(Cl)c2O)c(=O)c1 | -2.2% | 0.2% | 0.1% | -12.2% | ? | 2.1% | -57.1% | -11.8% | -1.7% | -15.5% | -24.7
Cc1ccc(C)c(N2N=C(C(=O)OCc3nnc(-c4cccs4)o3)CCC2=O)c1 | nt | -0.7% | -0.6% | nt | nt | 9.5% | -8.6% | nt | 1.3% | 5.1% | 1.0
COc1ccc(N(CC(=O)N2CCN(Cc3ccc4c(c3)OCO4)CC2)S(=O)(=O)c2ccc(F)cc2)cc1 | -3.1% | -7.1% | -4.6% | 0.4% | 15.2% | -2.7% | -1.9% | nt | -3.8% | 1.2% | -13.0
COc1ccc2[nH]c(C(=O)O)c(CCNC(C)=O)c2c1 | -3.2% | 2.1% | 3.2% | 4.6% | -6.3% | -3.2% | -2.5% | 8.5% | 9.9% | 0.2% | 2.5
CC(C)C(NC(=O)c1ccc(C(C)(C)C)cc1)C(=O)NCC(c1ccccc1)N(C)C (configuration not stated) | -13.3% | -3.1% | 10.4% | -4.3% | 0.0% | 20.9% | -23.1% | nt | -2.4% | -6.7% | 19.4
COc1cc2c3c(c1)C1(C(=O)N3C(C)(C)C=C2C)C(C#N)=C(N)Oc2cc(O)ccc21 (configuration not stated) | 0.1% | nt | nt | -14.4% | 17.6% | nt | -27.7% | 11.6% | nt | 0.6% | -15.1
CCc1ccccc1-n1c(SCC(=O)N2CCCC2)nnc1-c1ccccn1 | 2.8% | -5.0% | -3.3% | 0.5%[0.365 µM] | 8.0% | -3.2% | -17.9% | 0.1% | -3.4% | -2.7% | -0.6
O=C(Nc1ccc(S(=O)(=O)N2CCOCC2)cc1)c1ccc([N+](=O)[O-])cc1Cl | -3.3% | 2.9% | -1.6% | -4.6% | 8.3% | 8.5% | 5.3% | ? | 3.4% | -12.1% | 0.5
Cc1cccc(NC(=S)NCCc2ccc(S(N)(=O)=O)cc2)c1C | 0.8% | 1.2% | 1.1% | 2.1% | -10.5% | -0.7% | 3.0% | 7.1% | -3.0% | -0.3% | -6.6
O=C(COc1ccc2c3c(c(=O)oc2c1)CCC3)NC1CCCCC1 | 8.0% | -0.1% | -18.3% | -4.0% | 6.1% | -3.1% | -2.5% | ? | -0.6% | -0.1% | -2.7

Some of the compounds tested. The share of hits here may be higher or lower than overall.
